Screening results deposited in PubChem by several laboratories.
zfTRPN1 agonist: zebrafish TRPN1 channel agonists, primary screen, cell-based, HEK293, calcium fluorescence; transient receptor potential cation channel N1 (TRPN1/NompC), Danio rerio; HEK293 zebrafish TRPN1-YFP, Fluo-8 calcium fluorescence; 100% = response to 87 µM carbachol; activation, % at 3 µM; 220,000 tested, 0.18% active;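 active means activation above its plate's cutoff, the mean activation of test wells on that plate plus 3 SD, cut at about 19% in these data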;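 further: 0% = DMSO alone and 100% = 87 µM carbachol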
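System: zebrafish TRPN1-YFP in HEK293 cells / Dosing: 3 µM single point / Timing: dye loading 1 h at 37 °C, then 30 min room temperature / Signal: Fluo-8 calcium fluorescence, excitation 470-495 nm, emission 515-575 nm / Read-out basis: percent activation from peak over basal fluorescence ratio, control-normalized / Control set: high carbachol 87 µM, low DMSO alone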
EP2 modulator: EP2 receptor modulators, cAMP readout, primary screen, cell-based, HTRF cAMP, PGE2 stimulation. Prostaglandin E2 receptor EP2 subtype (Homo sapiens), P43116. EP2-expressing cells, cAMP HTRF FRET, PGE2 co-stimulation. induction, % at 25 µM. 260,000 tested, 0.83% active. AID 940, 2007;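 active means compounds whose cAMP rise, as percent of the full-agonist control response, exceeds 60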;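 further: rat C6 glioma line stably carrying human EP2 under a CMV promoter; the protocol text gives 20 µM as final concentration; 100% = response of wells given 1 µM PGE2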
NPY2 pot ag: NPY-Y2 potentiators or agonists, primary screen, cell-based. AID 1359, 2008. activation, % at 3.6 µM. Neuropeptide Y receptor type 2 (Homo sapiens), P49146. cells expressing NPY-Y2, potentiator/agonist read-out. 220,000 tested, 0.45% active; in the data active means activation above about 27%;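 further: cells stimulated with NPY near EC25 plus isoproterenol at EC100; 0% = vehicle plus submaximal agonist and 100% = vehicle plus saturating agonist; some results beyond the cut were filed as inactive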
S1P4 antag: S1P4 receptor antagonists, primary screen, cell-based | Sphingosine 1-phosphate receptor 4 (Homo sapiens), O95977 | S1P4-expressing cells, antagonist mode, reporter read-out | inhibition, % at 4.98 µM | 220,000 tested, 0.26% active | AID 1510, 2009; in the data active means inhibition above about 29%;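 further: 0% = wells stimulated with agonist and 100% = vehicle wells without agonist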
Target sequence (O95977 whole entry, looked up): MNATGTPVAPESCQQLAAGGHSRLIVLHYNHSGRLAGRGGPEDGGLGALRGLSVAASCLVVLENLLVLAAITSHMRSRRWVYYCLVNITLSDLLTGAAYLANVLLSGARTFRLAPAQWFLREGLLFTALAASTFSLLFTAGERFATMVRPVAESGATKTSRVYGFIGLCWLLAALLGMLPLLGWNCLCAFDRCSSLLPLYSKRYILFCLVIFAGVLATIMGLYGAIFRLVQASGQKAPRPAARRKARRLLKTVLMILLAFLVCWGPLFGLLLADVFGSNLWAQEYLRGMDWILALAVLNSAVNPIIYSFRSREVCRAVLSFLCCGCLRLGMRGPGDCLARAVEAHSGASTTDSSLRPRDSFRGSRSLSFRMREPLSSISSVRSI
TRPML3 agonist: human TRPML3 channel agonists, primary screen, cell-based, HEK293 TRPML3-YFP, Fluo-8 calcium fluorescence, 3 µM | Mucolipin-3 (Homo sapiens), Q8TDD5 | 220,000 tested, 0.29% active | activation, % at 3 µM | 100% = the carbachol control signal;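 active means activation above its plate's cutoff, the mean activation of the plate's test wells plus 3 SD, cut at about 12% in these data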;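 further: 0% = DMSO only wells and 100% = carbachol wells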
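Test system: TRPML3-YFP stable HEK293 cells. Doses: single point at 3 µM. Incubation: dye loading 1 h 37 °C then 30 min ambient, 125 s read. Signal: Fluo-8 calcium dye fluorescence, ex 470-495, em 515-575 nm. Measure: percent activation from peak-to-basal fluorescence ratio, scaled between DMSO and carbachol.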
NPY1 pot ag: NPY-Y1 receptor potentiators or agonists, primary screen, cell-based; NPY-Y1 expressing cells, potentiator/agonist activation; 220,000 tested, 0.37% active; activation, % at 3.6 µM; Neuropeptide Y receptor type 1 (Homo sapiens), P25929; in the data active means activation above about 33%, passing the limit was not always enough;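 further: cells stimulated with NPY at EC10 then isoproterenol at EC100; 0% = low agonist plus stimulus and 100% = saturating agonist plus stimulus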
Target sequence (P25929 whole entry, looked up): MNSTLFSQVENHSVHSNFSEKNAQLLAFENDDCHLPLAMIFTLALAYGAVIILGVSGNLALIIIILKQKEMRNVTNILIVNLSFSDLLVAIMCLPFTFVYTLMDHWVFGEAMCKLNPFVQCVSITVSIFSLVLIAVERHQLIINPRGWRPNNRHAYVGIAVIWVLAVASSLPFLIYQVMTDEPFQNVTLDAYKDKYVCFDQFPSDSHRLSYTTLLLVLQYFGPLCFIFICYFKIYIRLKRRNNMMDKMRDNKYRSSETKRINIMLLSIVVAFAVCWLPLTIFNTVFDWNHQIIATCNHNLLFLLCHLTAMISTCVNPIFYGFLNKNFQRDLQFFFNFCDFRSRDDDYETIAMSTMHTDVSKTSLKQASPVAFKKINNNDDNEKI
NPY-Y1 antag: NPY-Y1 receptor antagonists, primary screen, cell-based. Neuropeptide Y receptor type 1 (Homo sapiens), P25929. HEK293-CNG Y1 cells, membrane potential fluorescence; NPY at EC95, then isoproterenol. inhibition, % at 3.6 µM. 200,000 tested, 1% active. AID 1040, 2008;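 active means inhibition above the campaign mean inhibition of all tested compounds plus 3 SD, cut at about 20% in these data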;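 further: 0% = DMSO wells given NPY plus isoproterenol and 100% = isoproterenol alone without NPY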
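Assay system: HEK293 cells with Y1 receptor plus CNG channel | Probe or stimulus: NPY (25 nM), isoproterenol (1 µM), Ro 20-1724 (25 µM) | Timing: Compound incubation 1 h at room temperature, readout 45 min post-stimulation | Measured by: Membrane-potential fluorescent dye readout | Benchmarks: High control isoproterenol alone, low control NPY with isoproterenol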
S1P4 ag: S1P4 receptor agonists, primary screen, cell-based; AID 1509, 2009; activation, % at 4.98 µM; Sphingosine 1-phosphate receptor 4 (Homo sapiens), O95977; S1P4-expressing cell line, agonist reporter assay; 220,000 tested, 0.35% active; in the data active means activation above about 11%;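 further: 0% = DMSO vehicle and 100% = reference agonist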
CHOP inhibitor: inhibitors of CHOP promoter induction, primary screen, cell-based, unfolded protein response, luciferase reporter; CHO-K1 CHOP-promoter luciferase, tunicamycin-induced, 15-18 h; 220,000 tested, 3.8% active; inhibition, % at 10 µM;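 active means compounds that reduced the stress-induced luciferase reporter signal by more than about 70% of percent inhibition, limit read from the data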;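 further: 0% = tunicamycin plus vehicle and 100% = wells without tunicamycin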
Numbers without * were called inactive; · = no result given; & = joins results of further samples. Not a hit list (roughly 6.5% active in at least one column).

SMILES	zfTRPN1 agonist	EP2 modulator	NPY2 pot ag	S1P4 antag	TRPML3 agonist	NPY1 pot ag	NPY-Y1 antag	S1P4 ag	CHOP inhibitor
Cc1ccc(CN(Cc2ccccc2)C(=S)NCC(=O)NCc2cccnc2)o1	-0.6	4	3	-2	0.1	17	-5	1.8	23
CCCCCCc1cc2cc(S(=O)(=O)c3ccc(Cl)cc3)c(=O)oc2cc1O	0.4	-25	8	-5	0.5	-7	0	1.9	69
O=C(Cc1ccc(F)cc1)NCCc1ccccc1	-0.9	7	-16	-16	-0.3	-15	5	-2.2	4
COc1ccc(CNC(=O)CCS(=O)(=O)c2cccc3nonc23)cc1	0.9	-1	-3	-19	0.2	-5	2	1.3	-22
COc1ccc(Nc2nc(N)nc(CN3CCOCC3)n2)cc1	1.5	16	-5	1	0.0	1	2	-0.2	25
Clc1ccc(CO/N=C2\CCCc3nonc32)c(Cl)c1	0.3	21	5	-14	-0.4	-2	7	-0.5	34
Cc1ccc(-c2csc(NC(=O)N3CCOCC3)n2)cc1	6.4	-53	5	-2	4.2	9	1	-1.0	42
Cn1c(=O)c2c(nc(NCC3CCCO3)n2C)n(C)c1=O (stereo not given)	-0.2	11	12	-15	0.8	-3	0	1.4	49
CC(C)(C)c1nc(N2CCN(C(=O)c3ccco3)CC2)c2nnn(Cc3ccccc3)c2n1	0.9	23	-2	-13	0.8	-17	15	0.8	76*
CCn1c(N)c(C(=O)NCc2ccc3c(c2)OCO3)sc1=S	-0.5	-11	0	-18	-0.5	-16	-1	-0.3	3
COC(=O)Cn1ccc(-c2ccc(Cl)cc2)c(C#N)c1=O	1.5	-18	6	13	0.0	14	2	0.9	29
CCN(C(=O)COC(=O)c1cc(OC)c(OC)cc1[N+](=O)[O-])C1CCS(=O)(=O)C1 (stereo not given)	1.6	22	-10	5	0.7	-2	-2	-1.8	2
O=C(NCc1ccc2c(c1)OCO2)c1ccc(CS(=O)(=O)Cc2cccc(Cl)c2)o1	4.6	-58	0	-7	0.6	-33	2	-1.2	29
C/C(=C\c1ccccc1)C(=O)Nc1ccc(S(=O)(=O)Nc2ncccn2)cc1	0.1	0	-2	-4	0.6	16	-3	0.0	5
CC(=O)OCC(=O)Nc1c(C)cccc1C	2.3	18	11	-18	0.8	21	3	-0.9	8
CNNC(=S)Nc1cccc(SC)c1	-1.2	-13	1	-2	0.0	-3	·	2.3	3
O=CN1CCCN(Cc2nc(Cc3ccccc3F)no2)CC1	0.1	8	7	-20	0.6	1	-3	-0.5	-8
COc1ccc(-c2cc(-c3nnc(COC(=O)CC4CC5CCC4C5)o3)c3ccccc3n2)cc1OC (stereo not given)	2.8	1	-11	6	0.0	-4	1	0.1	24
CC(C)C(=O)Nc1nc2cc3c(cc2s1)OCO3	1.3	-20	13	-5	2.0	16	2	1.4	47
O=C(c1ccc(C(=O)N2CCOCC2)s1)N1CCOCC1	0.2	11	4	-4	0.7	-7	-4	0.1	6
N#Cc1c(=O)c2nc(NCc3ccccc3)ncc2n2ccccc12	0.0	11	18	5	0.3	12	-2	1.8	11
CC(C)CC(=O)OC1C(N2CCOCC2)c2c(ccc(/C=C/C(=O)N3CCOCC3)c2O)OC1(C)C (stereo not given)	-1.3	15	-1	-2	-0.7	-11	1	0.9	16
COc1ccccc1C1c2[nH]c3ccccc3c2CCN1Cc1cnc(C)s1 (stereo not given)	-0.3	80*	-6	-8	0.2	-10	9	-1.4	4
CCOC(=O)c1cnc2ccc(Cl)cc2c1NCCN(C)C	0.6	19	-3	18	0.0	1	7	-0.3	-4
CC(C)c1ccc(N(CC(=O)N/N=C/c2ccc(OC3CSC3)cc2)S(=O)(=O)c2ccccc2)cc1	0.9	55	6	-13	0.2	-1	-2	-0.6	31
O=C(O)Cn1nc(-c2ccc(F)cc2)oc1=O	0.7	26	8	-13	1.3	2	4	0.6	12
CC(=O)c1ccc(NC(=O)C(C)N(C)CC(=O)Nc2cccc(F)c2)cc1 (stereo not given)	1.9	-39	23	-5	0.0	20	-4	0.7	15
CCNC(=O)c1ccc(N(C)S(=O)(=O)c2cccs2)cc1	1.3	-10	11	2	1.0	1	2	0.6	-1
Cc1ccc(C(=O)COc2cc(C)nc3nncn23)cc1	0.7	6	6	-9	0.9	5	·	0.3	9
CN1CCN(C(c2ccc(F)cc2)c2nnnn2Cc2cccs2)CC1 (stereo not given)	1.6	-4	18	-17	0.7	2	1	1.7	-4
CC(C)[C@H](NC(=O)c1ccccc1)C(=O)OCC(=O)Nc1ccc2c(c1)OCCO2	0.2	28	9	-9	0.0	17	1	1.0	25
Cc1nc2ccccc2n1C(=O)c1cc(-c2ccc(Br)cc2)nc2ccccc12	-0.8	18	-12	14	0.9	-31	4	-1.2	-7
Cn1c(-c2ccccc2)cccc1=O	1.1	-1	6	-12	0.5	22	-4	2.3	21
COC(=O)c1cccc(N(C(=O)CNC(=O)c2ccco2)C(C(=O)NC2CCCC2)c2ccco2)c1 (stereo not given)	-0.7	-5	4	-2	0.2	-19	1	-0.9	18
COc1ccc(C(=O)NCCc2cn3ccc(C)cc3n2)cc1	0.4	-18	-5	11	-0.4	2	7	-0.9	-9
COCCNC(=O)Nc1ccc2c(c1)N(C)C(=O)c1ccccc1S2	1.8	-19	-6	9	0.8	3	-3	0.0	-9
COc1ccc(NC(=O)CSc2nnc(C3CCCCC3)n2N)cc1	0.0	11	-28	5	0.2	11	·	-0.2	32
COc1ccc(C(=O)N2CCN(C(C)=O)CC2)cc1S(=O)(=O)NCc1ccc(Cl)cc1	1.3	7	-3	-17	0.9	3	0	2.6	-3
CCCCN(c1ccccc1)S(=O)(=O)c1cccc2cccnc12	-1.1	41	-4	-12	-1.6	14	·	-1.7	-2
O=C(c1cnc2sccn2c1=O)N(Cc1ccccc1)c1ccccn1	0.8	8	-3	1	0.8	2	11	-1.1	-6
Fc1ccc(NC(=S)Nc2ccccc2OC(F)F)cc1Cl	1.9	-6	-3	-17	1.1	6	-1	5.4	8
Cn1c(SCc2nnc(-c3ccc(F)cc3)o2)nnc1C1COc2ccccc2O1 (stereo not given)	-0.2	-7	-14	-9	0.7	-19	9	-1.3	-8
Cc1cc[n+](-c2nc([O-])sc2/C=N/Nc2ccc([N+](=O)[O-])cc2)cc1	-0.5	6	-12	-6	0.1	0	-4	1.6	-1
O=C(Cn1nc(C(F)(F)F)c2c1CCC2)NCc1ccc(F)cc1	0.1	-10&21	2	-12	-0.4	-3	1	-0.4	-3
O=C(/C=C/c1ccccc1)c1ccccc1	0.0	-20	7	-8	0.7	6	-5	3.4	-64
COc1ccc(OC)c(Nc2nc(N)nc(CSc3nnc(N)s3)n2)c1	0.4	6	5	-18	0.4	7	1	-0.7	11
CC(C)COC(=O)n1c(SCC(=O)N(C)C)nc2ccccc21	-0.9	0	0	-9	-0.5	9	-3	0.2	30
CCOC(=O)C1C2C=CC3(CN(c4cccc(Cl)c4)C(=O)C13)O2 (stereo not given)	0.2	3&-19	1	-14	-0.1	-9	5	-1.3	7
COc1ccc(OC(C)C(=O)Nc2ccccc2C(F)(F)F)cc1 (stereo not given)	-0.9	19	9	-12	0.1	-5	0	86*	-2
N#Cc1ccc(-c2csc(NNC(=O)c3ccccc3)n2)cc1	2.6	-10	5	-7	0.2	15	-1	0.7	-7
Cc1noc2ncnc(N3CCCCC3)c12	-0.1	-4	8	-9	1.8	-1	3	0.0	12
Cc1csc(N(C(=O)c2ccccc2F)c2ccccc2)n1	-1.4	55	-16	-8	-0.1	10	2	1.2	31
COc1cc(C)ccc1OCCCOc1ccccc1Cl	-1.8	-6	-12	-27	-1.3	-9	9	1.1	27
CCOC(=O)C1CC(=O)c2cc(OC)c(OC)cc2C1 (stereo not given)	1.7	-15	0	-10	1.1	3	·	1.2	21
CCC(Sc1nc2ccc(N)cc2s1)C(=O)Nc1nccs1 (stereo not given)	-1.3	-30	-3	-4	0.2	1	6	1.6	-9
Fc1ccc(-c2csc3nnc(SCc4cccnc4)n23)cc1	-0.4	12	3	-23	-0.5	1	1	0.0	33
CC1=C(C(=O)Nc2ccc(Cl)cc2)C(c2ccncc2)C(C#N)=C(SCC(N)=O)N1 (stereo not given)	0.7	5	8	-12	0.3	2	4	-1.3	16
Cc1ccc(NC(=O)C2OCCc3ccccc32)cc1C (stereo not given)	-2.1	-14	-4	0	-0.2	-20	11	-1.5	-15
CCCCNC(=O)Nc1nnc(-c2ccc(Cl)cc2)o1	-0.1	0	-11	-10	1.0	6	2	1.1	37
CC(C)c1ccc(NC(=O)CCCN2C(=S)NC(C)(C)CC2C)cc1 (stereo not given)	-1.9	-7	1	-16	0.3	-10	-1	3.2	27

Reformatted as a markdown table: entries from further up.
| compound | zfTRPN1 agonist | EP2 modulator | NPY2 pot ag | S1P4 antag | TRPML3 agonist | NPY1 pot ag | NPY-Y1 antag | S1P4 ag | CHOP inhibitor |
| --- | --- | --- | --- | --- | --- | --- | --- | --- | --- |
| CCOC(=O)C1C2C=CC3(CN(c4cccc(Cl)c4)C(=O)C13)O2 (stereo not given) | 0.2 | 3&-19 | 1 | -14 | -0.1 | -9 | 5 | -1.3 | 7 |
| Cn1c(SCc2nnc(-c3ccc(F)cc3)o2)nnc1C1COc2ccccc2O1 (stereo not given) | -0.2 | -7 | -14 | -9 | 0.7 | -19 | 9 | -1.3 | -8 |
| CCOC(=O)C1CC(=O)c2cc(OC)c(OC)cc2C1 (stereo not given) | 1.7 | -15 | 0 | -10 | 1.1 | 3 | · | 1.2 | 21 |

Continued:
SMILES	zfTRPN1 agonist	EP2 modulator	NPY2 pot ag	S1P4 antag	TRPML3 agonist	NPY1 pot ag	NPY-Y1 antag	S1P4 ag	CHOP inhibitor
COCCCNC(=O)c1cc(C(=O)Cc2ccccc2)c[nH]1	-0.7	-13	-6	-21	0.5	-19	0	-0.3	5
COc1ccc(C(=O)Oc2ccc[nH]c2=O)cc1	1.1	0	4	-13	-0.4	23	·	-2.9	10
c1ccc(-c2nn3c(C4CCCCC4)nnc3s2)nc1	1.3	-14	3	-13	0.8	-3	0	-1.2	-11
CCCCOC(=O)Nc1ccc(C(=O)OC)cc1	0.8	2	-7	1	-1.0	16	-4	1.8	19
